# GLP1R inv ag: GLP-1 receptor (human) inverse agonism; Potency, µM (highest dose often 38.3 µM), for the others: top-dose activity change, negative = inhibition, usual class: inhibitors; 410,000 compounds, 1.6% hits; HEK293 GLP-1R CRE-luciferase, luminescence, 24 h; GLP-1R form is constitutively active; also: potency is read from the fitted curve at half-maximal effect; % is scaled to controls: 0 for no effect and ±100 for the full control effect; nearly all actives have a fitted effect of over 55% in size
#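 Assay principle: reduced luminescence from a cAMP-responsive reporter in HEK293 cells co-expressing a constitutively active GLP-1R. Conditions: 24 hr compound incubation, 37 deg C, 5% CO2.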
# GLP-1R agonist: GLP-1 receptor (human) agonism. HEK293 GLP-1R CRE-luciferase, luminescence, 4-6 h; cells express a hypersensitive GLP-1R form. Potency, µM (series often up to 45.6 µM), without a hit: at the top dose activation, hits mostly activators. 380,000 compounds, 0.007% hits. P43220; also: potency is read from the fitted curve at half-maximal effect; % of control where 0% means no effect
# D3 ag: D3 dopamine receptor (human) agonism; P35462; D3R DiscoveRx beta-arrestin cells, luminescence, 90 min; max activation, %; 410,000 compounds, 0.58% hits; AID 652048; in the data active = max activation above about 30%; also: 0% is about no effect; mostly tested at two doses, the higher about 12 µM
# Target sequence (P35462 whole entry, looked up): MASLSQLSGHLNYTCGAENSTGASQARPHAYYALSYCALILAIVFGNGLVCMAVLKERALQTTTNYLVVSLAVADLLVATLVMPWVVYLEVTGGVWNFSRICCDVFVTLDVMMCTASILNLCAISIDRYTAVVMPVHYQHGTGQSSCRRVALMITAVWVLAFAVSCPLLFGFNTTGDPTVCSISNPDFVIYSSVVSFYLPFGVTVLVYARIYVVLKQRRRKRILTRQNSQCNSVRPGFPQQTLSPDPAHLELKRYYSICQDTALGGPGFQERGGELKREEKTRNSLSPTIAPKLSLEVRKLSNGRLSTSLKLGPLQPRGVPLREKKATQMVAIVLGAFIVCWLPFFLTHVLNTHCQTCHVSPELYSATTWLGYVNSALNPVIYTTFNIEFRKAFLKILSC
#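 Cells at 1500/well, incubated overnight, then treated with pinned compounds (dopamine as control) for 90 min at 37 degrees C. DiscoveRx reagent added for 30 - 60 minutes at room temperature; luminescence read.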
# KB-V1 cytotox: KB-V1 MDR subline cytotoxicity; KB-V1 MDR cells viability, CellTiter-Glo, 72 h; Potency, µM (top dose mostly 46.1 µM), inactives show top-dose activity change, negative = cytotoxicity, actives largely listed as cytotoxic; 400,000 compounds, 3.4% hits; also: potency is read from the fitted curve at half-maximal effect; % is scaled to controls: 0 for no effect and ±100 for the full control effect; nearly all actives have a fitted effect of over 60% in size
#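 Cells of the MDR subline KB-V1 are plated, dosed with compound at multiple concentrations, and incubated 72 h at 37 degrees C; CellTiter-Glo is then added and luminescence read after 10 min.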
# D3 antag: D3 dopamine receptor (human) antagonism; P35462; D3R cells, DiscoveRx beta-arrestin luminescence, antagonist mode; stronger effect = lower value; max response, negative = inhibition, %; 360,000 compounds, 2.5% hits; AID 652054; in the data active = max response below about -50%; inconclusive = no clear call, values can overlap the other calls; also: % is scaled to controls: 0 for no effect and ±100 for the full control effect; mostly tested at two doses, the higher about 12 µM
#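 Cells expressing the human receptor were seeded at 1500 cells/well, incubated overnight at 37 degrees C in 5% CO2, then exposed to library compounds with dopamine controls for 90 minutes at 37 degrees C before luminescent detection.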
# HEK293 tox: cytotoxic in the GLP-1 receptor inverse agonist counter-screen. HEK293 cAMP-luciferase reporter cells, luminescence, 24 h. Potency, µM (series often up to 38.3 µM), for the others: at the highest dose activity change, negative = inhibition, actives largely listed as inhibitors. 410,000 compounds, 0.13% hits. AID 624418;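 also: loss of luciferase light is scored as toxicity; potency is read from the fitted curve at half-maximal effect; % is scaled to controls: 0 for no effect and ±100 for the full control effect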
#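 Cells in DMEM/10% Nu serum/1% pen-strep, 1536-well format. Pre-incubated 12 h, dosed with 23 nL compound, incubated a further 24 h. Luciferase detection, 12 min at room temp, luminescence.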
# TDP-43 yeast inh: TDP-43 toxicity inhibition in yeast; AID 652104; TDP-43 expressing yeast growth rescue, BacTiter-Glo, 24 h; Potency, µM (doses to about 46.1 µM), for inactives: at the highest dose growth rescue (activation), usual class: activators; 410,000 compounds, 1.8% hits; also: potency is read from the fitted curve at half-maximal effect; % of control where 0% means no effect; nearly all actives have a fitted effect of over 50% in size
#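 Yeast expressing TDP-43 (pregrown in raffinose, seeded at OD600=0.02 in galactose medium) exposed to compounds 24 hr at 30 deg C. Growth read by BacTiter-Glo luminescence; rescue of toxicity appears as increased signal.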
# aSyn rescue: alpha-synuclein toxicity inhibition in yeast; Yeast expressing alpha-synuclein, growth rescue, BacTiter-Glo, 24 h; Potency, µM (top dose mostly 46.1 µM), without a hit: at the top dose growth rescue (activation), hits mostly activators; 370,000 compounds, 0.14% hits; AID 652106; also: potency is read from the fitted curve at half-maximal effect; % of control where 0% means no effect; nearly all actives have a fitted effect of over 65% in size
#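 Screening used galactose-induced yeast with toxic alpha-synuclein levels, exposed to compound for 24 hr at 30 deg C. Cell growth, read with BacTiter-Glo luminescence, gave the measured signal.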
# PTHR1 agonist: activates the human parathyroid hormone receptor PTHR1; AID 743266; HEK293 GP2 PTHR1 cells, GloSensor cAMP luminescence, 1 h; Potency, µM (highest dose often 115 µM), for inactives: top-dose activation, most hits filed as activators; 410,000 compounds, 0.075% hits; Q03431; also: potency is read from the fitted curve at half-maximal effect; nearly all actives have a fitted effect of over 55% in size; some results filed as inactive show a strong effect at the top dose; inactives centre near -15; many of its hits are not listed in these tables
# Target sequence (Q03431 whole entry, looked up): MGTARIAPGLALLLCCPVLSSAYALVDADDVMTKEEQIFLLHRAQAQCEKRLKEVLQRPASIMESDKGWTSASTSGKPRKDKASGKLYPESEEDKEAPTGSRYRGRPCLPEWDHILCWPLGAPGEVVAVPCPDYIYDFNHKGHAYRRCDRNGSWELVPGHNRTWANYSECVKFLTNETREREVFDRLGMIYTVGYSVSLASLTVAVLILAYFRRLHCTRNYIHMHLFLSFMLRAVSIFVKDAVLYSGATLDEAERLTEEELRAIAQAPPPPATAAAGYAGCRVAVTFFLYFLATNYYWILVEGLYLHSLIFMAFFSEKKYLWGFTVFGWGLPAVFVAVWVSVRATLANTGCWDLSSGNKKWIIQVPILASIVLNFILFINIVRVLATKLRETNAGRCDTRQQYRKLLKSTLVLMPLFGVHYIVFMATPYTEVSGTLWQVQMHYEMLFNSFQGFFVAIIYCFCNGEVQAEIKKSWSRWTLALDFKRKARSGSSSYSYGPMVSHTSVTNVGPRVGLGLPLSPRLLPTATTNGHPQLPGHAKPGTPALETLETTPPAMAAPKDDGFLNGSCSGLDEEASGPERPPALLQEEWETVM
#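 HEK-293-derived GP2 cells expressing PTHR1 and a GloSensor cAMP reporter, 3,000/well, plated overnight, given luciferin plus IBMX (each 0.5 mM as added) for 1 h at 37 °C, then compound for 1 h at 37 °C. Luminescence was read after 15 min at room temperature.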
# Active calls of the source: *; i = inactive; ? = inconclusive; . = not tested or not shown; [ ] = another dose, or the depositor's remark. Unless noted, calls follow the shape of the dose curve; as a rule, active = well fitted curve in the direction sought with a large enough effect; inconclusive = small, poorly fitted or top-dose-only effect, or another doubt; inactive = no such curve, though single readings can be large; an effect the other way counts as inactive or inconclusive. Only part of the results is shown (hit frequency here may not be typical).
Structure	GLP1R inv ag	GLP-1R agonist	D3 ag	KB-V1 cytotox	D3 antag	HEK293 tox	TDP-43 yeast inh	aSyn rescue	PTHR1 agonist
COC(=O)CCCC(=O)Nc1ccc(Br)cc1	21.5%	0.2%	0.7	4.1%	5.9	9.7%	13.6%	-1.0%	i
COc1ccc(C(=O)Nn2c(C3CCC3)nc3ccccc3c2=O)c(OC)c1	-6.1%	17.3%	7.0	2.0%	21.9	7.1%	-7.1%	-4.3%	i
Cc1cc(C)cc(NC(=O)CN(c2cc(C(F)(F)F)ccc2Cl)S(=O)(=O)c2ccccc2)c1	-15.9%	-2.4%	3.0	-3.6%	.	1.3%	15.5%	.	-12.5%
CCCCc1ccc(NC(=O)c2ccc(=O)n(Cc3cccc(C)c3)c2)cc1	7.08µM*	-4.8%	15.1	-1.2%	.	-21.8%	0.0%	1.3%	-39.6%[inhibitor]
CCOCCCNC(=O)c1ccc(N2CCOCC2)c(NS(=O)(=O)c2ccc(OC)cc2)c1	0.4%	6.1%	3.3	-23.2%	12.7	-29.4%	-9.8%	8.2%	-2.9%
COc1ccccc1C1CCN(Cc2ccc(Cl)cc2Cl)CC1	-24.1%	4.3%	-18.4	-6.4%	-96.1*	5.2%	1.1%	4.7%	i
CCn1cc(C(=O)NCCc2ccc(Cl)cc2)c(=O)c2cc(S(=O)(=O)N(C)C)ccc21	6.4%	8.3%	-1.2	-9.5%	-9.4	-22.7%	13.1%	-5.4%	-72.0%[inhibitor]
COc1cccc(OCCNC(=O)CSc2ccc(C(F)(F)F)cc2[N+](=O)[O-])c1	?	3.9%	2.4	?	1.0	-0.1%	25.3%	-12.1%	-10.0%
C(=N\Nc1nc2ccccc2[nH]1)/c1ccccn1	?	-11.6%	-3.8	-19.7%	-28.1	11.2µM*	-1.4%	-46.2%[inhibitor]	-95.1%[inhibitor]
O=C(Oc1ccccc1)c1ccc(COC(=O)c2cnccn2)cc1	41.7%[activator]	-2.2%	-2.0	16.1%	-106.4*	-22.4%	9.2%	4.0%	-7.7%[57.5 µM]
CCN(c1ccccc1)S(=O)(=O)c1ccc(NC(=O)C(C)(C)C)cc1	0.0%	-4.3%	-16.1	11.6µM*	-5.3	-20.3%	-16.4%	10.7%	i
COc1ccc(C(C(=O)NC2CCCC2)N(Cc2cccnc2)C(=O)c2snc(C(N)=O)c2N)cc1 (stereo not drawn)	7.5%	8.5%	-3.2	18.7%	-23.4	-2.3%	-35.6%[inhibitor]	0.1%	?
O=C(Nc1ccccc1)C1=C[C@H](c2coc3ccccc3c2=O)C[C@H](OCc2ccc(CO)cc2)O1	-7.3%	23.8%	18.2	10.2%	39.7	-6.0%	20µM*	0.6%	-36.4%[inhibitor]
O=C(Nc1ccn(Cc2ccc(Cl)cc2)n1)c1ccc2c(c1)OCO2	-18.6%	-1.6%	3.0	-20.7%	8.3	-33.9%	23.6%	6.5%	i
COCCCNC(=S)NNC(=S)Nc1ccc(OC)cc1	2.7%	-0.7%	1.6	17.5%	-9.6	1.3%	0.8%	-11.8%	i
COC(=O)CN1C(=O)C(O)=C(C(C)=O)C1c1ccc([N+](=O)[O-])cc1 (stereo not drawn)	0.0%	4.3%	-14.3	4.9%	-23.2	13.4%	-19.6%	-3.5%	27.7%[57.5 µM]
CCCNc1nc(-c2cc(-c3ccc(Cl)cc3)on2)cc(C(C)C)n1	15.3%	-4.1%	-3.5	2.9%	12.8	4.7%	-12.8%	-1.7%	?
CCC1CCCCN1CCCNC(=O)COc1cc(=O)n(C)c2ccccc12 (stereo not drawn)	-0.1%	4.3%	-4.6	13.1%	?	5.3%	7.3%	.	-0.8%
COc1cc(/C=N/n2cc(-c3ccccc3)[nH]c2=S)cc(OC)c1O	9.1%	5.9%	-12.7	-5.4%	-17.6	8.1%	16.6%	4.7%	-47.1%[inhibitor]
Cc1cc(Cl)ccc1OCc1nc(-c2ccncc2)no1	?	22.0%	3.3	?	5.4	-2.0%	20µM*	3.8%	-40.0%[inhibitor]
O=C(Cn1nc(C(F)F)cc1C(F)F)N/N=C/c1ccc2c(c1)OCO2	0.0%	-0.6%	3.6	?	13.2	-18.4%	-7.2%	9.0%	-6.7%[57.5 µM]
Cc1noc(/C=C/c2ccccc2F)c1S(=O)(=O)N1CCC(C(=O)Nc2ccc(C#N)cc2)CC1	?	.	3.1	.	.	-1.1%	7.2%	.	i
COc1ccc(C)cc1S(=O)(=O)NC(C)C(=O)Nc1ccc2c(c1)OCO2 (stereo not drawn)	1.8%	8.4%	-4.2	-27.4%	-2.3	4.7%	6.0%	1.0%	-18.3%
COC(=O)CSc1nc2cc(C)ccc2cc1C#N	58.2%[activator]	-3.4%	8.2	16.4%	-8.9	-11.3%	22.5%	-19.9%	-17.1%
O=C1NC2(CCCCCC2)C(=O)N1Cc1ccccc1	-11.7%	-5.1%	-5.3	-8.2%	25.7	1.3%	12.3%	1.8%	-7.1%
COc1cc(SC)ccc1C(=O)NCc1ccccc1	4.1%	7.6%	-5.2	20.6µM*	9.5	14.8%	0.0%	-9.0%	i
COc1ccc2oc(C(=O)OCC(=O)N(C)c3c(N)n(Cc4ccccc4)c(=O)[nH]c3=O)c(C)c2c1	1.7%	4.1%	-0.8	6.2%	-12.7	-5.3%	-13.0%	-0.7%	i
Clc1nc(-c2n[nH]nc2Cl)n[nH]1	10.6%	-5.0%	5.5	21.6%	-19.3	-0.3%	0.1%	-5.1%	-10.3%[57.5 µM]
CC(=O)N1CCCc2cc(S(=O)(=O)N3CCC(C(=O)NCCC(C)C)CC3)ccc21	0.1%	.	6.9	7.7%	.	-9.2%	6.3%	.	i
Cc1ccc(OCc2nc3ccccc3n2C(C)C(=O)Nc2c(C)cccc2C)cc1 (stereo not drawn)	?	.	1.5	?	0.8	0.4%	25.1µM*	14.3%	11.4%
CN(Cc1ccc(-n2cccn2)cc1)Cc1cn(C)nc1-c1ccccc1F	?	14.5%	4.3	7.7%	29.4	-4.4%	-18.1%[0.397 µM]	4.2%	i
CCc1nc2ccc(C(=O)NCCCn3ccnc3)cn2c1N(C)C(=O)C1CCCCC1	19.6%	1.6%	-9.4	5.4%	-18.9	8.2%	16.2%	3.4%	i
CC(=O)c1ccc(NC(=O)CSc2nnc(C3CC3)n2C)cc1	35.2%[activator]	-0.1%	27.4	8.0%	5.0	23.0%	-25.5%	1.3%	-0.1%
Cc1cc(NC(=O)COc2ccc3ccccc3c2)no1	3.6%	18.9%	-14.3	12.4%	-6.0	-2.1%	-5.7%	-1.0%	i
O=C(c1cccc(Cl)c1)N1CCC(c2nc3ccccc3[nH]2)CC1	1.1%	6.8%	4.6	5.7%	-0.7	5.0%	-8.8%	-2.4%	-14.5%
O=C(COc1cccnc1[N+](=O)[O-])c1c[nH]c2ccccc12	53.2%[activator]	5.0%	-10.8	-13.6%	-12.2	15.1%	0.8%	-1.1%	-11.8%
O=C(NCCO)c1cc2cc(Cl)cc(Cl)c2oc1=O	2.5%	-0.6%	6.9	-0.9%	-3.9	118.9%[activator]	-2.3%	-0.7%	-2.9%
Cc1ccc(NC(=O)C2CCCN(S(=O)(=O)c3ccc4[nH]c(=O)ccc4c3)C2)c(C)c1 (stereo not drawn)	16.7%	-4.1%	0.1	9.9%	-1.1	-7.7%	1.2%	1.4%	-15.5%
CCn1nc(C)c(/C=C/C(=O)Nc2ccc(C)cc2C)c1C	129.4%[activator]	19.3%	-6.8	-1.7%	?	-4.2%	14.9%	1.3%	i
COc1cccc2cc(C(=O)N3CCN(C(=O)c4ccco4)CC3)c(=O)oc12	1.1%	2.0%	8.1	-26.3%	1.7	-3.6%	4.5%	-9.4%	i
CCOC(=O)C1=C(c2ccccc2)NC(=S)NC1c1cc([N+](=O)[O-])ccc1OC (stereo not drawn)	-16.5%	-11.5%	-12.4	-28.8%	-25.5	10.1%	11.1%	15.4%	i
O=C(O)c1ccccc1C(=O)NNc1ccc(F)cc1F	?	-8.9%	0.8	?	-15.2	?	14.3%	21.1%	i
Cc1cccc(NC2=NC(C)(C)N=C(N)N2)c1C	2.9%	-7.6%	-0.8	28.2%	13.3	-0.9%	-9.2%	-0.4%	i
Cc1ccccc1C1=Nn2c(nnc2-c2ccco2)SC1	3.5%	7.9%	-5.7	?	11.3	-2.3%	13.5%	14.3%	i
CCN1CCN(CCNC(=O)Cn2c(=O)c3cccn3c3ccc(F)cc32)CC1	11.9%	2.6%	-6.3	6.9%	-8.5	-0.3%	-17.4%	-2.9%	i
O=C(Nc1nc2ccccc2c(=O)s1)c1ccc(F)cc1Cl	1.9%	-3.4%	-3.0	10.0%	-24.9	-13.4%	?	1.6%	-27.7%
Cc1cc(-c2ccccc2)n2nc(C)c(C#N)c2n1	35.7%[activator]	13.6%	0.6	4.5%	-8.5	5.1%	15.8µM*	-12.3%	i
Nc1nc(N)c2cc(Sc3ccc(Cl)cc3)ccc2n1	?	-15.1%	8.1	?	30.2	?	21.9%	-2.5%	-34.9%[inhibitor]
CCCOc1ccc(C(=O)Nc2ccc3c(c2)OCO3)cc1	?	16.8%	-5.1	3.0%	-1.4	-17.9%	15.7%	-4.6%	-26.4%
